From PubChem
TrxR1 substrate = rat thioredoxin reductase 1 substrate activity; O89049; purified TrxR1 substrate turnover, NADPH consumption readout; Potency, µM (titrated, usually from 114 µM), inactives show at the highest dose activity change, negative = substrate turnover; 390,000 compounds, 0.01% hits; AID 588456; also: potency is read from the fitted curve at half-maximal effect; % is scaled to controls: 0 for no effect and ±100 for the full control effect; nearly all actives have a fitted effect of over 50% in size
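Rat TrxR1, dispensed at 90 nM, was prereduced with 400 uM NADPH (final) for 5 min at ~22 deg C, then incubated with compound 15 min before 400 uM selenite. A first-read NADPH fluorescence drop versus no-compound background flagged substrates.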
GRP78 ERSR act = ER stress response induction in glioma; U87-MG GRP78 promoter luciferase reporter, 16 h; Potency, µM, for the others: at the top dose activation, actives largely listed as activators; 420,000 compounds, 0.02% hits; also: potency is read from the fitted curve at half-maximal effect; series mostly up to about 76 µM; % of control where 0% means no effect; nearly all actives have a fitted effect of over 35% in size
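Stably transfected U87-MG human glioma cells carrying a GRP78-based luminescent sensor were seeded at 1000 cells/well, pin-dosed with compounds and incubated 16 h. Luciferase reagent was then added, and end-point luminescence was read after 10 min at room temperature.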
LDHA block = LDHA (human) enzyme inhibition | purified LDHA, NADH/diaphorase-resazurin fluorescence; stronger effect = lower value | activity change, % (values are at about 110 or 230 µM) | 480,000 compounds, 0.15% hits | AID 1347041; in the data active = activity change below about -30%; inconclusive = mostly about -25% to -30%;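 also: plate controls were DMSO wells for no effect and wells without enzyme for full effect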
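LDH5 2 nM; NADH 0.06 mM, pyruvate 0.2 mM; 200 mM Tris pH 7.4, EDTA, Tween-20; 5 min RT. Detection: diaphorase 0.133 mg/mL + resazurin 37 µM, fluorescence ex540/em590 at 0 and 20 min; normalized to enzyme-free and DMSO wells.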
mIDH1 inhibitor = human IDH1 R132H inhibition. AID 602179. IDH1-R132H enzyme, NADPH consumption, diaphorase/resazurin fluorescence. Potency, µM (top dose mostly 76.6 µM), inactives show at the top dose activity change, negative = inhibition, most hits filed as inhibitors. 390,000 compounds, 0.093% hits. O75874; also: potency is read from the fitted curve at half-maximal effect; % is scaled to controls: 0 for no effect and ±100 for the full control effect; nearly all actives have a fitted effect of over 65% in size
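IDH1-R132H (0.5 ug/mL) preincubated 30 min with compound, then NADPH (0.016 mM) and alpha-KG (2 mM) added; 80 min at RT, pH 7.5. Remaining NADPH coupled via diaphorase/resazurin to fluorescence (540/590 nm); concentration-response curves normalized to no-enzyme control.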
Vif-A3F inh = inhibitors of Vif-A3F interaction; HeLa A3F-eYFP + Vif (tagged APOBEC3F with the HIV-1 protein that degrades it), YFP fluorescence increase; Potency, µM (titrated, usually from 46.1 µM), without a hit: top-dose activity, negative = active; 390,000 compounds, 0.2% hits; AID 602313; also: potency is read from the fitted curve at half-maximal effect; % of control where 0% means no effect; nearly all actives have a fitted effect of over 65% in size
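HeLa cells stably expressing A3F-eYFP plus Vif, plated and incubated overnight at 37 deg C, then exposed to compounds overnight at 37 deg C. Blocked degradation read as raised yellow fluorescence (Ex 488/Em 500-530).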
RGS4 inhibitor = human RGS4 inhibition; P49798; 390,000 compounds, 0.039% hits; Transcreener GDP fluorescence polarization, RGS4-accelerated GTP hydrolysis; Potency, µM (top dose mostly 114 µM), for inactives: at the highest dose activity change, negative = inhibition, actives largely listed as inhibitors; also: potency is read from the fitted curve at half-maximal effect; % is scaled to controls: 0 for no effect and ±100 for the full control effect; nearly all actives have a fitted effect of over 75% in size; some results filed as inactive show a strong effect at the top dose
Target sequence (P49798 whole entry, looked up): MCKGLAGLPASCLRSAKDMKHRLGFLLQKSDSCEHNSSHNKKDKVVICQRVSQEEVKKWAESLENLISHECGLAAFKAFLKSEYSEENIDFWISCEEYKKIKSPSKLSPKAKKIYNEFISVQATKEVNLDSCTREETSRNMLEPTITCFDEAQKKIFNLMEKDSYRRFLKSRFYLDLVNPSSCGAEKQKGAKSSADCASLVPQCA
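MLSMR compounds (23 nl, pin-transferred) preincubated 10 min at room temperature with a 500nM (2x) first reagent, then RGS4 at 900nM (2x) plus Transcreener GDP mix added; fluorescence polarization (620/688 nm) read before and after 90 min at 30 °C.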
rTrxR1 inhibitor = inhibitors of rat thioredoxin reductase 1; O89049; recombinant rTrxR1, NADPH fluorescence consumption, selenite substrate; Potency, µM (titrated, usually from 114 µM), inactives show top-dose activity change, negative = inhibition, hits mostly inhibitors; 390,000 compounds, 1% hits; also: potency is read from the fitted curve at half-maximal effect; % is scaled to controls: 0 for no effect and ±100 for the full control effect; nearly all actives have a fitted effect of over 65% in size
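Rat TrxR1 (90 nM in the dispensed reagent) was pre-reduced with 400 uM NADPH for 5 min at room temperature, then incubated with compound for 15 min. After 400 uM selenite was added, NADPH fluorescence (Ex 340/Em 450 nm) was followed for 8 min.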
USP1-UAF1 inh = USP1/UAF1 (human) deubiquitinase inhibition | O94782 | recombinant USP1/UAF1, Ub-Rhodamine cleavage fluorescence | Potency, µM (doses to about 57.1 µM), for inactives: at the top dose activity change, negative = inhibition, hits mostly inhibitors | 390,000 compounds, 0.23% hits | AID 743255; also: potency is read from the fitted curve at half-maximal effect; % is scaled to controls: 0 for no effect and ±100 for the full control effect; nearly all actives have a fitted effect of over 60% in size; inactives centre near -12
Target sequence (O94782 whole entry, looked up): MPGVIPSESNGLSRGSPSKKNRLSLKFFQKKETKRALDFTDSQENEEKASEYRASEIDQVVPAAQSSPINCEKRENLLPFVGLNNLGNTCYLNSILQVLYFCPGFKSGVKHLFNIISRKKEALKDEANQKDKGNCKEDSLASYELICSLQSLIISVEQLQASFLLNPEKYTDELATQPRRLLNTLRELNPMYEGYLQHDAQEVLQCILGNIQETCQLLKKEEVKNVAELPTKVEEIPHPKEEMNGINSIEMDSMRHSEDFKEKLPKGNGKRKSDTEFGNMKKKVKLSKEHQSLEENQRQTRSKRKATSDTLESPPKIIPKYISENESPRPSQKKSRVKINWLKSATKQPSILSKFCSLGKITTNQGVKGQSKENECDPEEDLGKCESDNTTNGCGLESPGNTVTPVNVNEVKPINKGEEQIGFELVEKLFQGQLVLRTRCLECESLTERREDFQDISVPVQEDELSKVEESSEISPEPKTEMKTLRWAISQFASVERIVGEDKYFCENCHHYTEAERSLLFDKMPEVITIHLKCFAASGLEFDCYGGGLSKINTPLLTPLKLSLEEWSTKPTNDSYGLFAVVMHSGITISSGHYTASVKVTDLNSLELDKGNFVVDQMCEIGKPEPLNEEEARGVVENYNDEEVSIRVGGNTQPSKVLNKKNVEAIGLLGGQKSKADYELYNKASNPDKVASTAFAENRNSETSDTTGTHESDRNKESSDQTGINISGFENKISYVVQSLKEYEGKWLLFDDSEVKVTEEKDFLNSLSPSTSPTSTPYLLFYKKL
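1 nM enzyme complex + cpd, 15 min RT; start with Ub-Rho 150nM final; kinetic fluorescence ex 480/em 540, 6 reads q60 s. Buffer 50mM HEPES pH 7.8, 0.5mM EDTA, 0.1 mg/ml BSA, 1mM TCEP, 0.01% Tween-20.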
Vif-A3G inh = inhibitors of Vif-APOBEC3G interaction; Q9HC16; HeLa A3G-eYFP + Vif (tagged APOBEC3G with the HIV-1 protein that degrades it), YFP fluorescence, overnight; Potency, µM (top dose mostly 46.1 µM), without a hit: at the highest dose activity, negative = active, actives largely listed as inhibitors; 410,000 compounds, 0.076% hits; AID 602310;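 also: potency is read from the fitted curve at half-maximal effect; % is scaled to controls: 0 for no effect and ±100 for the full control effect; nearly all actives have a fitted effect of over 60% in size; hits raise eYFP signal because A3G escapes Vif-driven loss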
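HeLa cells stably expressing Vif and C-terminally eYFP-tagged A3G, seeded overnight at 37 deg C, then exposed to compound by pintool overnight at 37 deg C. Rise in yellow fluorescence (Ex 488/Em 500-530, Acumen) marks blocked Vif-driven A3G degradation.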
The depositor's hits bear a star; ? = inconclusive; nt = not tested or not shown; & = joins results of further samples; [ ] = another dose, or the depositor's remark. Unless noted, calls follow the shape of the dose curve; as a rule, active = well fitted curve in the direction sought with a large enough effect; inconclusive = small, poorly fitted or top-dose-only effect, or another doubt; inactive = no such curve, though single readings can be large; an effect the other way counts as inactive or inconclusive.

SMILES	TrxR1 substrate	GRP78 ERSR act	LDHA block	mIDH1 inhibitor	Vif-A3F inh	RGS4 inhibitor	rTrxR1 inhibitor	USP1-UAF1 inh	Vif-A3G inh
O=C(O)c1ccc(S(=O)(=O)c2ccc3c(c2)C(=O)N(NC(=O)c2ccc(O)cc2)C3=O)cc1	6%	4%	-3	1%	1%	-6%	13%[57.1 µM]	-8%	1%
Cc1ccc(Cl)cc1N1CCN(Cc2nnnn2Cc2ccco2)CC1	7%[11.4 µM]	-4%	-3	3%	-4%	-26%	11%[11.4 µM]	-12%	-1%
Cn1c(/C=N/Nc2nc3ccccc3[nH]2)nc2ccccc21	-3%	-1%	-1	9%	?	-8%	19%	-11%	-4%
OCC#Cc1ncc(C(F)(F)F)cc1Cl	-6%[57.1 µM]	?	-1	3%	-2%	-11%	-56%	-18%	?
CCCc1cc(=O)oc2c(C)c(OCC(=O)N3CCC(C(=O)O)(c4ccccc4)CC3)ccc12	57%[activator]	-1%	-7	2%	1%	-12%	1%	-16%	0%
COc1ccc(C(=O)NCC(=O)N2CCN(C(=O)c3ccco3)CC2)cc1OC	-8%	-1%	-4	18%	-14%	10%	-17%	-3%	-1%
COC(=O)Cc1c(C)nc2nc(-c3cccnc3)[nH]n2c1=O	9%[57.1 µM]	0%	-1	3%	-5%	3%[11.4 µM]	11%	-5%	-1%
CCCOc1ccc(C2CC(=O)Nc3c2c(=O)n(C)c(=O)n3C)cc1OC (stereo not given)	-8%	1%	-5	-2%	-1%	-3%	-1%	?	-2%
CC1CCCC(C)N1C(=O)c1cc(-c2cccs2)on1 (stereo not given)	6%	4%	-9	9%	-6%	34%	?	-9%	1%
CCCCN(C(=O)c1ccc(-c2ccc(Cl)cc2)o1)c1c(N)n(CCCC)c(=O)[nH]c1=O	21%	0%	-4&-3	-13%	?	?	?	5%	?
COc1ccc(Br)cc1CNC(=O)CN1C(=O)CCCc2ccccc21	-4%	-3%	-8	0%	-2%	8%	0%	-14%	-4%
CCCN1CCC(=O)N(CCSc2ccc(C)cc2)CC1	-6%&7%	1%&4%	-2	11%	5%	25%&0%	-8%&4%	?	-3%&-1%
CCN(CC)S(=O)(=O)c1ccc(N2CCCC2)c(NC(=O)C2CSC3(C)CCC(=O)N23)c1 (stereo not given)	-1%	-2%	-2	4%	3%	3%	-1%	-17%	-3%
COc1ccc(-c2cc3ccccc3n2CC(O)CN2CCOCC2)cc1 (stereo not given)	46%[activator]	-2%	-3	1%	-2%	-34%	24%[57.1 µM]	-15%	1%
COCCOC1CCN(C(=O)c2ccc(OC)c(OC3CCN(C(C)C)CC3)c2)CC1	6%	1%	0	2%	4%	4%	25%	-18%	1%
CCOC(=O)COc1ccccc1C1C(C(=O)OC)=C(C)NC2=C1C(=O)c1ccccc12 (stereo not given)	-8%	-4%	4	-17%	2%	-10%	-8%	-33%	-7%
CCn1cc(S(=O)(=O)CC(=O)Nc2ccc3c(c2)OCO3)c2ccccc21	12%[57.1 µM]	-2%	2	15%	3%	22%	7%[57.1 µM]	-7%	5%
O=C1NCC(c2ccccc2)C1C(=O)N/N=C\c1ccc(-c2ccc(Cl)c(Cl)c2)o1 (stereo not given)	1%	-3%	-5	0%	-13%	-18%	4%	-25%	-2%
CCOc1ccc(NC(=O)C(=S)NC2CCCCC2)cc1	3%[57.1 µM]	7%	-10	-5%	-6%	-6%	13%[57.1 µM]	-13%	1%
CCOc1ccc(NC(=O)CN2C(=O)COc3ccc(S(=O)(=O)N4CCCCC4)cc32)cc1	4%[57.1 µM]	4%	-2	3%	-1%	-21%[56.9 µM]	24%[57.1 µM]	-7%	-8%

The closing five entries of the part above are carried over, then new ones follow:
SMILES	TrxR1 substrate	GRP78 ERSR act	LDHA block	mIDH1 inhibitor	Vif-A3F inh	RGS4 inhibitor	rTrxR1 inhibitor	USP1-UAF1 inh	Vif-A3G inh
CCOC(=O)COc1ccccc1C1C(C(=O)OC)=C(C)NC2=C1C(=O)c1ccccc12 (stereo not given)	-8%	-4%	4	-17%	2%	-10%	-8%	-33%	-7%
CCn1cc(S(=O)(=O)CC(=O)Nc2ccc3c(c2)OCO3)c2ccccc21	12%[57.1 µM]	-2%	2	15%	3%	22%	7%[57.1 µM]	-7%	5%
O=C1NCC(c2ccccc2)C1C(=O)N/N=C\c1ccc(-c2ccc(Cl)c(Cl)c2)o1 (stereo not given)	1%	-3%	-5	0%	-13%	-18%	4%	-25%	-2%
CCOc1ccc(NC(=O)C(=S)NC2CCCCC2)cc1	3%[57.1 µM]	7%	-10	-5%	-6%	-6%	13%[57.1 µM]	-13%	1%
CCOc1ccc(NC(=O)CN2C(=O)COc3ccc(S(=O)(=O)N4CCCCC4)cc32)cc1	4%[57.1 µM]	4%	-2	3%	-1%	-21%[56.9 µM]	24%[57.1 µM]	-7%	-8%
COc1ccccc1CCNS(=O)(=O)c1cc2c3c(c1)CCN3C(=O)CC2	3%[57.1 µM]	-3%	-3	1%	-4%	?	5%[57.1 µM]	-8%	-3%
CC(C)NC(=O)CC(=O)N/N=C\c1ccccc1C(=O)O	-2%[57.1 µM]	-3%	-5	4%	5%	8%	-2%[57.1 µM]	-16%	6%
C=CCn1c(SCC(C)=O)nnc1-c1ccc2ncccc2c1	9%[57.1 µM]	-2%	-4	4%	4%	-22%	2%[57.1 µM]	11%	-1%
O=C(COC(=O)COc1ccc(Cl)cc1)Nc1cccnc1Cl	nt	-4%	1	-7%	-2%	nt	nt	-11%	2%
Nn1c(C2COc3ccccc3O2)n[nH]c1=S (stereo not given)	6%	4%	9	9%	2%	?	-4%	-21%	0%
COc1cc2[nH]c(=O)n(Cc3ccc(C(=O)NC4CCCC4)cc3)c(=O)c2cc1OC	7%[57.1 µM]	-3%	0	1%	-23%	14%	4%[57.1 µM]	-6%	-10%
O=C(CC(c1ccccc1)c1cc(Br)ccc1O)N1CCCC1 (stereo not given)	9%[57.1 µM]	0%	-9	4%	-17%	11%	11%	-15%	-8%
CC(C)OP(=O)(c1ccc(N(C)C)cc1)C(O)c1ccc(Br)cc1 (stereo not given)	2%	-5%	-4	4%	-4%	-8%	14%	-20%	0%
CCOC(=O)C1=C(N)Oc2cc(O)ccc2C1c1cccc([N+](=O)[O-])c1 (stereo not given)	-11%[57.1 µM]	-3%	3	-12%	8%	-33%	15%[57.1 µM]	?	?
Cc1ccc(/C=N/NC(=O)CSc2nc3ccccc3c(=O)n2-c2ccccc2C)s1	3%	-2%	-5	0%	-12%	-11%	11%	-14%	-1%
CCN(CC)CCNC(=O)c1ccc(NC(=O)c2c(C)nn(-c3ccc(F)cc3)c2Cl)cc1	-6%	0%	-7	-3%	-19%	0%	-5%	-19%	-2%
O=C(c1cc(-c2ccc(Cl)s2)nc2ccccc12)N1CCOCC1	104%[activator]	-1%	-8&8	3%	?	-27%	-4%	-5%	0%
CSc1nc2c(C)c(C)c(C)c(C)c2[nH]1	-11%[57.1 µM]	-2%	-1	3%	10%	-1%	1%[57.1 µM]	6%	0%
CCOC(=O)c1ccc(NS(=O)(=O)c2cc(C)ccc2OC)cc1	-5%	-2%	-10	0%	-3%	0%	-5%	-31%	5%
CCC(C)(C)n1nnnc1C(c1ccc(O)c(OC)c1)N1CCN(c2nc3ccccc3s2)CC1 (stereo not given)	13%[57.1 µM]	-4%	-12	0%	-4%	-12%	?	-27%	-3%
COc1cccc(C(=O)CN2C3=NCCCN3c3ccccc32)c1	0%	-6%	-1	8%	2%	7%	-8%	0%	-7%
CCOC(=O)CNS(=O)(=O)c1cc(-c2nn(C)c(=O)c3ccccc23)ccc1C	10%[57.1 µM]	-4%	-7&1	1%	-15%	1%	8%	-16%	1%
C=CCN(c1ccc(OC)cc1)S(=O)(=O)c1ccc(Cl)c(C(=O)OCC(=O)NC2CC2)c1	-6%	-2%	-3	4%	-12%	-10%	19%[57.1 µM]	-9%	-7%
CC(Nc1ccc(F)cc1)=[N+](C)CCNS(=O)(=O)c1ccc(Cl)cc1	-5%	2%	-21	0%	-1%	19%	79µM*	-7%	-2%
O=C(CCc1n[nH]c(=O)[nH]c1=O)N/N=C/c1ccc(Br)o1	-10%	-1%	-2	-1%	-6%	-8%	?	6%	2%
COc1ccc(OC)c(CNc2ncnc3c2nc2n3CCCC2)c1	-4%	-1%	-1	-3%	1%	-4%	5%	-17%	-7%

Not all compounds are listed, so the mix of outcomes need not match the whole.
